# Source: PubChem BioAssay
# Myeloid diff 2 = induction of myeloid progenitor differentiation, primary screen, cell-based, flow cytometry, MLPCN library. ER-HoxA9 myeloid progenitors, lysozyme-GFP differentiation. calls only at 10 µM. 1% of 360,000 active. AID 624256, 2012;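 active = normalized GFP-positive differentiation at or above the plate's own cutoff, the solvent-only control mean plus 3 SD; inconclusive = no clear call, values can overlap the other calls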;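 also: cells exposed to compound for four days before flow analysis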
# K1F lysis inhibition = inhibition of K1F phage lysis, E. coli UTI89, bacterial capsule biogenesis inhibitors, alamar blue (AID 488966); inhibition, % at 100 µM; hits with a dose series show IC50 in µM; E. coli UTI89 K1F phage lysis, alamar blue, 2 h; higher % means a stronger effect; 0.02% of 340,000 active;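 active = phage lysis inhibition, versus mean bacterial control, above a set limit; inconclusive = no clear call, values can overlap the other calls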;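 also: capsule biogenesis inhibitors block K1F phage lysis so surviving cells raise fluorescence; higher fluorescence means more inhibition of phage lysis; actives were called in the ten point dose series up to 300 µM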
# Myeloid diff 2 GFP+ MAC1+ % = second read-out of Myeloid diff 2, no call of its own (marks repeat the call); GFP+ MAC1+ double positive, %; measured here: differentiation confirmed by MAC1 staining
# * marks the source's active call; other numbers are inactive results; i = inactive; ? = inconclusive; . = not tested or not shown; + = active, no number; & = joins results of further samples; [ ] = remark or other dose.
SMILES,Myeloid diff 2,Myeloid diff 2 GFP+ MAC1+ %,K1F lysis inhibition
CCCCN1CC(COCc2ccccc2)Oc2cccc(Oc3ccc(F)cc3)c2S1(=O)=O (stereo unspecified),i,0.6,0.3%
COc1ccc(OCC(=O)Nc2cc(S(=O)(=O)N3CCCC3)ccc2OCC(F)(F)F)cc1,i,0.9,0.6%[50 µM]
O=C(CC1C[C@H](C(=O)N2CCCCC2)[C@@]2(CCc3ccccc3)c3[nH]c4ccccc4c3CCN2C1=O)NCCC1=CCCCC1 (stereo partly specified),i,0.4,0.3%
CC1CCCCC12NC(=O)N(CC(=O)c1ccc3c(c1)OCO3)C2=O (stereo unspecified),i,0.9,0.5%[50 µM]
O=C(c1cc2ccccc2o1)N1CCN(S(=O)(=O)c2ccc(F)c(F)c2F)CC1,i,0.8,0.7%[50 µM]
COc1cccc(C(=O)NNC(=O)C(=O)Nc2ccc(C)c(Cl)c2)c1,i,0.9,i
COc1ccc(C(=O)N(C)C2CCCCC2)cc1S(=O)(=O)N1CCOCC1,i,0.6,0.9%[50 µM]
C[C@H](CO)N1C[C@H](C)[C@@H](CN(C)C(=O)NC2CCCCC2)Oc2c(NS(=O)(=O)c3ccccc3)cccc2C1=O,i,2.4,-0.1%
Cc1nc(Cl)sc1C(=O)Nc1cccc(C(F)(F)F)c1,i,0.4,-1.5%
O=C(NCCS(=O)(=O)N1CCN(c2ccccc2F)CC1)c1ccc2c(c1)OCO2,i,0.4,1.8%[50 µM]

# Next section (four carried over from the part before).
SMILES,Myeloid diff 2,Myeloid diff 2 GFP+ MAC1+ %,K1F lysis inhibition
COc1ccc(C(=O)N(C)C2CCCCC2)cc1S(=O)(=O)N1CCOCC1,i,0.6,0.9%[50 µM]
C[C@H](CO)N1C[C@H](C)[C@@H](CN(C)C(=O)NC2CCCCC2)Oc2c(NS(=O)(=O)c3ccccc3)cccc2C1=O,i,2.4,-0.1%
Cc1nc(Cl)sc1C(=O)Nc1cccc(C(F)(F)F)c1,i,0.4,-1.5%
O=C(NCCS(=O)(=O)N1CCN(c2ccccc2F)CC1)c1ccc2c(c1)OCO2,i,0.4,1.8%[50 µM]
Cc1ccc(NC(=O)C2=NNC(=O)CC2)cc1S(=O)(=O)Nc1ccc(SC(F)F)cc1,i,1.0,-1.1%[50 µM]
Cn1c(CC(=O)NNC(=O)c2cccnc2)nc2ccccc21,i,0.9,-0.2%
CN(C(=O)C1CCCO1)C1CCS(=O)(=O)C1 (stereo unspecified),i,0.4,1.1%[50 µM]
Nc1nc(N(Cc2ccccc2)Cc2ccccc2)nc(C(F)(F)F)n1,i,0.2,-0.3%[50 µM]
C=CCn1cc(Cl)cc(C(=O)Nc2ccccc2)c1=O,i,0.6,0.0%
CCCCn1c(N)c(N(CCOC)C(=O)COC(=O)COc2c(C)cc(C)cc2C)c(=O)[nH]c1=O,i,1.0,-0.2%[50 µM]
CCCC(=O)Nc1cc(S(=O)(=O)N2CCCCC2)ccc1N1CCOCC1,i,0.3,0.8%[50 µM]
CCOc1ccc(NC(=O)CN(C)C(=O)CC2OC(=O)c3ccccc32)cc1OCC (stereo unspecified),i,0.2,0.8%[50 µM]
Cc1noc(C)c1C(=O)N(CC(=O)Nc1ccc(Cl)c(C(F)(F)F)c1)Cc1ccco1,i,0.5,2.2%
C#CCOCCOCCOCCNc1nc(N2CCN(C(=O)Cn3cc(CCCCN)nn3)CC2)nc(N2CCN(C(=O)[C@H]([C@@H](C)CC)n3cc(CCCCN)nn3)CC2)n1,i,0.3,1.5%
COc1cc2c(cc1OC)C(c1cc(Br)ccc1O)N(C(C)=O)CC2 (stereo unspecified),i,0.3,1.6%
CCCCn1c(N)c(N(CC(C)C)C(=O)c2cccc(S(=O)(=O)N(CC)c3ccccc3)c2)c(=O)[nH]c1=O,i,0.8,0.7%[50 µM]
COc1ccc(NC(=O)c2ccccc2Oc2ccccc2)c(OC)c1,i,0.5,0.1%
O=c1[nH]c(=O)c2cc3ccccc3nc2[nH]1,i,1.0,-0.6%
CCCCCCCCCCCCCCCC(=O)NCCO,i,2.0,2.1%
CCOC(=O)C1=CNS(=O)(=O)NC1c1ccc(C[C@H](NC(=O)CNC(=O)CCc2ccccc2)C(N)=O)cc1 (stereo partly specified),i,0.8,0.1%
CC1CCN(C(=O)c2cc(S(=O)(=O)N3CCOCC3)ccc2N2CCCC2)CC1,i,1.0,0.5%[50 µM]
O=C(COC(=O)[C@@H]1CCCN1S(=O)(=O)c1ccc(Cl)cc1)NC1CCS(=O)(=O)C1 (stereo partly specified),i,0.8,0.8%[50 µM]
COC(=O)c1c(C(=O)OC)c(-c2cccc(F)c2)n2c1CS(=O)C2 (stereo unspecified),i,0.8,0.2%
O=C(COC(=O)Cc1ccc(Br)cc1)NCc1ccc2c(c1)OCO2,i,1.2,0.5%[50 µM]
Cc1ccc(C2=NOC(C)(c3nnc(Cc4ccccc4)o3)C2)cc1 (stereo unspecified),i,1.6,1.7%
O=C1CCc2cc(NS(=O)(=O)c3ccc(F)cc3)cc3c2N1CCC3,i,0.9,1.3%[50 µM]
CN1C[C@@H]2[C@@H]3C(=O)N(C)C(=O)[C@@H]3[C@](C)(C1=O)N2C(=O)c1ccc(Cl)c(Cl)c1,i,1.8,2.6%
O=C(O)c1ccc(NC(C(=O)c2ccccc2)c2ccccc2)cc1 (stereo unspecified),i,1.0,-0.1%
Cc1ccc(-n2cnc3c(=O)[nH]cnc32)cc1,i,1.0,-0.9%
O=C(CN1C(=O)C(=O)N(C2CCCC2)C1=O)NCCc1ccc(F)cc1,i,1.2,5.2%
O=C(NNC(=O)c1ccc(Cl)nc1)c1ccc(Br)cc1,i,0.9,-2.8%
Cc1ccc(OCC(=O)N(Cc2nnc(-c3ccccc3Cl)o2)C2CC2)cc1C,i,0.6,-0.6%[50 µM]
N#Cc1ccccc1NCC(=O)N1CCN(S(=O)(=O)c2ccccc2)CC1,i,1.5,4.9%
c1cc(N2CCCCC2)nc(N2CCCCC2)n1,i,1.1,1.2%
C[C@H](CO)N1C[C@H](C)[C@@H](CN(C)S(=O)(=O)c2ccc(F)cc2)Oc2c(NC(=O)Nc3ccc(C(F)(F)F)cc3)cccc2C1=O,i,1.4,2.3%
O=C(CNC(=O)c1cc(Cl)nc2ccccc12)Nc1ccccc1Br,i,0.3,0.3%[50 µM]
COc1ccc(C(=O)OCCCc2cc3ccccc3c(=O)o2)cc1,i,2.2,-0.1%
Cc1cccc(C(=O)NCCCN(C)CCCNC(=O)c2cccc(C)c2)c1,i,0.4,-1.1%
CN1CCC(N(C)C(=O)c2ccc(Cl)c(S(=O)(=O)N(C)c3ccc(Cl)cc3)c2)CC1,i,0.9,0.8%
O=C(Nc1ccccc1)OCCNC1CCCCC1,i,1.6,-2.7%
CCN(CC(=O)Nc1c(F)cccc1F)C(=O)/C=C/c1ccc(C)cc1,i,1.0,0.0%[50 µM]
C#CCOCCOCCOCCNc1nc(N2CCOCC2)nc(N2CCN(C(=O)[C@H](Cc3ccc(O)cc3)n3cc(CCO)nn3)CC2)n1,i,0.4,1.1%
COc1ccc(OCCCC(=O)Nc2cc(S(=O)(=O)N3CCCCC3)ccc2C)cc1,i,0.9,-0.3%[50 µM]
COc1ccccc1N1CCN(C(=O)c2cc(S(=O)(=O)N3CCCCC3)ccc2C)CC1,i,0.8,1.0%
CCCc1cc(=O)[nH]c(SC(C)C(=O)N2c3ccccc3CC2C)n1 (stereo unspecified),?,.,1.1%[50 µM]
Cc1cccc(OCCNC(=O)CCNS(=O)(=O)c2ccc3ccccc3c2)c1,i,0.9,-0.3%[50 µM]
Nc1ccc(S(=O)(=O)c2cc(O)c3ccccc3c2O)cc1,i,0.8,-2.7%
O=C(Nc1ccc(C(=O)N2CCCC2)cc1)C1CC1,i,1.8,0.1%
CCN(C[C@H]1N[C@@](CC)(C(=O)OC)[C@H]2C(=O)N(C)C(=O)[C@@H]12)S(=O)(=O)c1ccc(F)cc1,i,1.8,0.2%
CN1CCN(S(=O)(=O)c2cccc(C(=O)N(Cc3nnc(-c4ccc(Cl)cc4)o3)C3CC3)c2)CC1,i,0.3,0.5%[50 µM]
COc1ccc([C@H]2C(C(=O)O)=C[C@@H](C(C)(C)C)N2S(=O)(=O)c2ccc(C)cc2)cc1OC,i,5.1,0.2%
O=C(c1cccc(S(=O)(=O)N2CCOCC2)c1)N(Cc1nnc(-c2ccccc2Cl)o1)C1CC1,i,1.2,1.2%[50 µM]
Cc1cc(C)c(OCCCn2ccnc2)c(C)c1,i,0.4,0.5%
O=C(COC(=O)c1ccc(S(=O)(=O)N2CCCC2)cc1)Nc1cccc(Br)c1,i,0.1,0.5%[50 µM]
# The list goes on:
SMILES,Myeloid diff 2,Myeloid diff 2 GFP+ MAC1+ %,K1F lysis inhibition
COc1ccc(CNC(=O)c2ccc(Cl)c(S(=O)(=O)N3CCOCC3)c2)cc1OC,+,11.9*,1.9%[50 µM]
O=C(CN1C(=O)c2ccccc2C1=O)Nc1cc(C(=O)O)cc(C(=O)O)c1,i,0.5,-0.1%
COc1cc(C(=O)NCC2CCCCC2)ccc1OCc1c(C)noc1C,i,0.4,0.4%[50 µM]
Oc1c(CN2CCCC2)cc(COCc2ccccc2)c2cccnc12,?,.,0.7%
CC(C)NC(=O)NC(=O)COC(=O)c1ccc(S(=O)(=O)NCc2ccco2)cc1,i,0.8,4.8%
COc1ccccc1NS(=O)(=O)c1ccc(C(=O)NCC(c2cccs2)N2CCOCC2)cc1 (stereo unspecified),i,0.8,2.5%
CC1=C(c2ccccc2)CCC1=O,i,0.6,0.5%
CCOc1ccccc1NC(=O)CSc1nnc(-c2cccnc2)o1,i,0.6,1.0%[50 µM]
CCN(C(=O)C(C)Sc1ccc(S(=O)(=O)N2CCOCC2)cn1)c1ccccc1 (stereo unspecified),i,0.9,-0.1%
COc1ccc(NC(C)=O)cc1NS(=O)(=O)c1ccc2c(c1)OCCO2,i,0.9,-0.5%
O=C(COc1cc2oc(=O)cc(-c3ccccc3)c2cc1Cl)NCC1CCC(C(=O)O)CC1 (stereo unspecified),i,1.7,5.7%
Cc1cc(NS(=O)(=O)c2ccc(NC(=O)c3cnc(Cl)c(Cl)c3)cc2)nc(C)n1,i,0.2,0.3%[50 µM]
CCOC(=O)C1=C(COC(=O)c2ccc([N+](=O)[O-])o2)NC(=O)NC1C (stereo unspecified),i,1.3,-1.7%[50 µM]
CCN(C(=S)NC(=O)c1ccco1)c1cccc2ccccc12,i,0.4,0.0%[50 µM]
O=C(COc1cccc(F)c1)NNC(=O)Cc1ccc(S(=O)(=O)N2CCOCC2)s1,i,1.4,0.2%[50 µM]
COc1ccc(CCNC(=O)c2cccc(S(=O)(=O)N3CCc4ccccc4C3)c2)cc1,i,1.5,0.9%[50 µM]
C[C@]12C(=O)N(c3cccc(Cl)c3)C(=O)N1[C@H]1c3ccccc3OC[C@@H]1[C@H]2c1ccccc1,i,0.7,1.8%
CCOc1ccc(Br)cc1C(=O)N/N=C/c1cccc(C)n1,i,0.5,0.1%
CC(OC(=O)C1CCCCC1)C(=O)Nc1cccc([N+](=O)[O-])c1 (stereo unspecified),i,0.6,0.7%[50 µM]
O=C(CNC(=O)c1ccco1)OCc1ccccc1Cl,i,1.3,-1.8%

# Profiles, quoted from the list:
# O=C(COc1cc2oc(=O)cc(-c3ccccc3)c2cc1Cl)NCC1CCC(C(=O)O)CC1 (stereo unspecified) in the list: Myeloid diff 2 = i; Myeloid diff 2 GFP+ MAC1+ % = 1.7; K1F lysis inhibition = 5.7%
# CCOC(=O)C1=C(COC(=O)c2ccc([N+](=O)[O-])o2)NC(=O)NC1C (stereo unspecified) in the list: Myeloid diff 2 = i; Myeloid diff 2 GFP+ MAC1+ % = 1.3; K1F lysis inhibition = -1.7%[50 µM]
# C[C@]12C(=O)N(c3cccc(Cl)c3)C(=O)N1[C@H]1c3ccccc3OC[C@@H]1[C@H]2c1ccccc1 in the list: Myeloid diff 2 = i; Myeloid diff 2 GFP+ MAC1+ % = 0.7; K1F lysis inhibition = 1.8%

# The results go on.
SMILES,Myeloid diff 2,Myeloid diff 2 GFP+ MAC1+ %,K1F lysis inhibition
COc1ccc(C(CNC(=O)C(CC(C)C)NS(=O)(=O)c2ccc(C)cc2)N2CCOCC2)cc1 (stereo unspecified),i,0.4,0.9%[50 µM]
CCCN(CC(=O)Nc1ccccc1C)C(=O)C1CC(=O)N(Cc2ccccc2)C1 (stereo unspecified),i,1.0,1.4%[50 µM]
Cc1c(NC(=O)COC(=O)c2cccn2C)c(=O)n(-c2ccccc2)n1C,i,0.7,2.6%
CN(C)c1ccc(S(=O)(=O)N2CCCCC2)cc1NC(=O)CN1C(=O)NC2(CCCC2)C1=O,i,0.5,1.3%[50 µM]
CC(=O)c1ccc(OCC(=O)N(C)CC(=O)Nc2ccc(N3CCOCC3)cc2)cc1,i,0.3,0.8%[50 µM]
CCN(C(=O)COC(=O)CCC(=O)c1cccs1)c1ccccc1,i,0.8,0.8%[50 µM]
Cc1occc1-c1nnc(SCC(=O)N2CCCCC2)n1C,i,0.5,1.5%[50 µM]
CC(OC(=O)C1CC1)C(=O)Nc1cccc(S(=O)(=O)N2CCOCC2)c1 (stereo unspecified),i,2.0,4.6%
COc1ccc(NCC(=O)Nc2cccc(C(F)(F)F)c2)cc1S(=O)(=O)N1CCOCC1,i,1.2,-0.8%[50 µM]
COc1ccccc1CNC(=O)c1ccc(S(=O)(=O)N(C)c2ccccc2)cc1,i,0.4,0.5%[50 µM]
C=Cc1c(C)c2cc3[nH]c(cc4nc(cc5nc(cc1[nH]2)C(C)=C5CCC(=O)O)C(CCC(=O)O)=C4C)c(C)c3C=C,i,6.9&3.4,3.6%&1.4%
OCC[C@H]1NCc2cc(CO)cc(-c3ccccc3)c21,i,0.7,0.0%

# Some of the compounds tested; rates above refer to the full screens.
